Screening results (PubChem BioAssay)
LAP4-GFP MLPCN – yeast TOR pathway LAP4-GFP modulation | S. cerevisiae LAP4-GFP multiplex, flow cytometry GFP, 3 h; median GFP as percent of DMSO wells | GFP response vs DMSO, % at 10 µM | actives 0.34% (n = 320,000);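 active = GFP response vs DMSO above a set limit, about the screen mean plus 3 SD, cut at about 150% in these data; inconclusive = under 70 cell events counted for the yeast strain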
JMJD2C inh – inhibitors of human GASC-1 (JMJD2C) demethylase. actives 0.069% (n = 330,000). inhibition, % at 2.35 µM. GST-JMJD2C(1-420) H3K9me3 demethylation, DELFIA europium;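 active = more than half of a compound's replicate wells show inhibition beyond 50%, single wells judged on their own value; inconclusive = some, but no more than half, of replicates pass 50% inhibition; inactive = no replicate passes 50% inhibition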;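 note: signal counts dimethyl H3K9 product captured on neutravidin plate; 0% = median of DMSO wells and 100% = 0.3 times that DMSO median; strong numbers were not always called active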
CIT2 TOR yeast – modulators of TOR pathway CIT2-GFP in S. cerevisiae. S. cerevisiae CIT2-GFP strain, flow cytometry, 3 h; 100 means same as DMSO wells. GFP response vs DMSO, % at 10 µM. actives 0.065% (n = 320,000). AID 2029;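 active = GFP response relative to DMSO above a set limit, near the screen mean plus 3 SD, cut at about 150% in these data; inconclusive = Fewer than 70 cells measured for a yeast strain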;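 note: ratio of well median GFP fluorescence to mean of DMSO wells on the plate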
RPL19A-GFP yeast – modulators of TOR pathway RPL19A-GFP in S. cerevisiae; actives 0.3% (n = 330,000); percent response vs DMSO, % at 10 µM; S. cerevisiae RPL19A-GFP strain, flow cytometry, 3 h; hits give low values; AID 2025;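 active = percent response vs DMSO below 50%; inconclusive = fewer than 70 events counted for the yeast strain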;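 note: median channel GFP fluorescence of the barcoded RPL19A-GFP strain; ratio of sample median GFP to plate DMSO average so 100% = DMSO; lower means less RPL19A-GFP as with rapamycin TOR inhibition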
GRK2 inh – blocks RNA aptamer binding to human GRK2 | bead flow cytometry, FAM-aptamer displacement from GRK2 | AID 488847 | P25098 | inhibition of aptamer binding, % at 10 µM | actives 0.59% (n = 330,000);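 active = inhibition of aptamer binding above 40%, roughly 3 SD of noise, on plates passing a quality check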;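 note: median bead fluorescence of bound FAM aptamer so fluorescent compounds give negative values; no value below 0 was filed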
MEP2 TOR yeast – alters MEP2-GFP fluorescence in TOR pathway yeast screen. S. cerevisiae MEP2-GFP strain, flow cytometry GFP, 3 h; 100% = DMSO control level. GFP response vs DMSO, % at 10 µM. actives 0.51% (n = 330,000). AID 2016;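 active = GFP response versus DMSO above a set limit, roughly screen mean plus 3 SD, cut at about 180% in these data; inconclusive = fewer than 70 cells counted for a yeast strain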;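 note: median GFP fluorescence of the barcode-gated MEP2-GFP cells per well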
VLA-4 inh – inhibition in a human VLA-4 binding assay. AID 2557. P13612. actives 0.2% (n = 330,000). VLA-4 expressing cells, ligand binding flow cytometry. inhibition, % (about 7 µM as worked out from the volumes in the protocol); in the data active = inhibition above about 50%
Target sequence (P13612 whole entry, looked up): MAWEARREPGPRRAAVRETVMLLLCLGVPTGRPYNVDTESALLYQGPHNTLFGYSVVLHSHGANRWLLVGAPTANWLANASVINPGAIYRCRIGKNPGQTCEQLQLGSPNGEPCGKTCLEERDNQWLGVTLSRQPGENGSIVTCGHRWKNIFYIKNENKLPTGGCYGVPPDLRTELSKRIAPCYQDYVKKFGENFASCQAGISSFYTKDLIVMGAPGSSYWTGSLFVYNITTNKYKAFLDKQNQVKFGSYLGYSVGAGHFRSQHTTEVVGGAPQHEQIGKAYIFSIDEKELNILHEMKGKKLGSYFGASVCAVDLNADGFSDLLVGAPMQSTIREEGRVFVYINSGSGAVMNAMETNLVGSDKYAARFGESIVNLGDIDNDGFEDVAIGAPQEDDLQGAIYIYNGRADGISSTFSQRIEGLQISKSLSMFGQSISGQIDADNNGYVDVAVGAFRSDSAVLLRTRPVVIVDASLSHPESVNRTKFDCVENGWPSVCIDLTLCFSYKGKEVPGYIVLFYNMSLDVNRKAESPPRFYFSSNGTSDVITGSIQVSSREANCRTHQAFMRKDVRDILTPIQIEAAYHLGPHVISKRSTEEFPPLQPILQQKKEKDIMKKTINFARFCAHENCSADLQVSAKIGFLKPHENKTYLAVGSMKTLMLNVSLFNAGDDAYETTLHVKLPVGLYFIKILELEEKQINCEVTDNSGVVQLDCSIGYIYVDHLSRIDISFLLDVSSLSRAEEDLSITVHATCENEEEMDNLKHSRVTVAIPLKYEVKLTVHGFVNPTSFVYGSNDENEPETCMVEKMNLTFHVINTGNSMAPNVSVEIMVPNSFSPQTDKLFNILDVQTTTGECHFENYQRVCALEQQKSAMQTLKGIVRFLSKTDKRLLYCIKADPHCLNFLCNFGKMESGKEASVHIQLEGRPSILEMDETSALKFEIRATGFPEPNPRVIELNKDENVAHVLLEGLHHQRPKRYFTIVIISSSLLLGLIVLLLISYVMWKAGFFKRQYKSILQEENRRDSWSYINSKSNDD
AGP1 TOR yeast – yeast TOR pathway AGP1-GFP modulation; actives 0.02% (n = 320,000); GFP response vs DMSO, % at 10 µM; S. cerevisiae AGP1-GFP multiplex flow cytometry, 3 h; GFP as percent of DMSO wells;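 active = GFP response relative to DMSO above a set limit, near screen average plus 3 SD, cut at about 150% in these data; inconclusive = fewer than 70 cells counted for the yeast strain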;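 note: median GFP channel fluorescence of the gated AGP1 strain per well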
* marks the source's active call; other numbers are inactive results; ? = inconclusive; nt = not tested or not shown; & = joins results of further samples; [ ] = remark or other dose.

#	compound	LAP4-GFP MLPCN	JMJD2C inh	CIT2 TOR yeast	RPL19A-GFP yeast	GRK2 inh	MEP2 TOR yeast	VLA-4 inh	AGP1 TOR yeast
1	O=C(CCNC(=O)Cn1ccc2ccccc2c1=O)NCCc1ccc(Cl)cc1	96	4	94	103	0	103	-3	101
2	O=C(Nc1ccccn1)c1cccc(S(=O)(=O)N2CCc3ccccc3C2)c1	103	-5	83	97	0	96	-14	95
3	CC(C)(CO)NCc1ccc(Br)cc1	89	18	nt	88	0	107	-3	96
4	CCn1c2ccccc2c2cc(NC(=O)c3ccccc3-c3ccccc3C(=O)O)ccc21	94	-4	95	102	0	103	28	95
5	CCOC(=O)c1c(C)n(CC)c2c1cc(O)c1ccccc12	103	-2	104	102	2	101	9	109
6	Cc1cc(C)c(NC2=NCC(=O)N2C2CCCCC2)c(C)c1	100	3	108	95	0	110	2	104
7	CC(=O)Nc1ccc(S(=O)(=O)Nc2ccc(-c3ccc4nnc(C)n4n3)cc2)cc1	99	1	102	104	0	102	1	108
8	CCOc1ccc(NC(=O)c2cccc3c2C(=O)N(Cc2cccnc2)C3)cc1	94	-5	93	94	1	99	-1	96
9	O=[N+]([O-])c1ccc2nc(SCc3cn4cccnc4n3)[nH]c2c1	99	-6	92	100	89*	99	1	97
10	COc1ccc(NC(C)=O)cc1C#N	112	33	77	94	1	102	23	94
11	Cc1c(C(=O)OCCN2CCCCC2)oc2ccccc12	91	-46	100	97	0	101	17	103
12	CNC(=O)Nc1cccc(-c2ccnc(C)n2)c1	95	-2	94	93	0	91	3	99
13	CC(C)C1N(C(=O)CN2CCCCC2)CCN1S(=O)(=O)c1ccccc1 (stereo not drawn)	109	-3	115	106	1	103	-6	111
14	Cc1ccc(S(=O)(=O)Cn2nnnc2C(C(C)C)N2CCC(O)CC2)cc1 (stereo not drawn)	100	-17	106	103	0	103	10	104
15	COc1ccc2c(c1)CCc1cn[nH]c1-2	93	-1	98	100	0	108	5	93
16	CC(=O)c1cccc(NC(=O)C(C)OC(=O)C2=NNC(=O)CC2)c1 (stereo not drawn)	108	5	89	95	0	94	33	103
17	COc1cc2c(cc1NC(=O)COC(=O)C1CC(=O)N(Cc3ccco3)C1)oc1ccccc12 (stereo not drawn)	98	-7&6	102	102	0	100	12	99
18	CC(=O)O[C@H]1C(=O)[C@@]2(C)[C@H]([C@H](OC(=O)c3ccccc3)[C@]3(O)C[C@H](OC(=O)[C@H](O)C(NC(=O)c4ccccc4)c4ccccc4)C(C)=C1C3(C)C)[C@]1(OC(C)=O)CO[C@@H]1C[C@@H]2O (stereo partly drawn)	114	-4	81	100	2	97	-12	87
19	Cc1cc(C(=O)OC(C)C(=O)Nc2nc(-c3ccccc3)cs2)c(C)o1 (stereo not drawn)	114	-6	101	99	0	100	-20	103
20	CCC(C(=O)NC(CC(=O)O)c1ccc(Cl)cc1)c1ccccc1 (stereo not drawn)	96[may fluoresce violet]	7	?	103[may fluoresce violet]	16	103[may fluoresce violet]	14	79[may fluoresce violet]
21	COc1ccc(C)cc1N(CC(=O)NC1CCCC1)C(=O)CCC(=O)Nc1nc(C)cs1	96	-5	109	103	0	102	7	105
22	CCCc1cc(=O)oc2c(C)c(OS(C)(=O)=O)ccc12	99	-9	91	98	3	95	-3	89
23	O=S(=O)(NCc1ccc2c(c1)OCO2)c1ccc(F)c(F)c1	106	2	107	112	0	108	18	108
24	CCCCn1c(N)c(N(CCC(C)C)C(=O)COC(=O)/C=C/c2ccc(F)cc2)c(=O)[nH]c1=O	96	12	113	104	0	106	2	103
25	CC(=O)NC(Cc1cccc(F)c1)C(=O)NC1CCN(C(=O)Nc2ccc(C)cc2)CC1 (stereo not drawn)	94	9	100	100	2	108	11	97
26	Cc1ccc(CN2CC(C(=O)NCCCSc3ccccc3)CC2=O)cc1 (stereo not drawn)	92	-10	97	99	0	101	11	96
27	Cc1nn(C)c(C)c1NS(=O)(=O)c1ccc(OC(F)(F)F)cc1	97	0	102	99	0	97	12	99
28	CCCNC(=O)COC(=O)/C=C/c1ccc2c(c1)OCO2	90	-1	119	108	1	121	19	116
29	COc1cc(S(=O)(=O)Nc2c(C)nn(C)c2C)ccc1NC(C)=O	102	-9	95	98	1	94	5	103
30	CC(=O)c1c(C)nc(-c2ccccc2)nc1NC(=O)Cc1ccccc1	112	8	110	101	1	130	16	105
31	COc1ccc(Cn2nnnc2CN2CCC(O)(c3ccc(F)cc3)CC2)cc1	85	-3	85	85	3	83	5	84
32	C[C@H]1C=C(C(=O)NCc2ccccc2)O[C@@H](OCc2ccc(CO)cc2)C1	98	3	101	98	2	84	16	83
33	CC(=O)Nc1nnc(SCC(=O)NC2CC2)s1	91	0	96	101	0	106	-2	98
34	Cc1c(C)c2cc(Cl)c(OCC(=O)NCCCn3ccnc3)cc2oc1=O	103	25	103	98	0	108	1	106
35	COc1ccc([N+](=O)[O-])c(OC)c1C(=O)NC(=O)Nc1c(F)cc(F)cc1F	110	?	99	103	1	101	30	111
36	O=C1CCCC(=O)C1C(=O)C1CCN(S(=O)(=O)c2ccccc2)CC1	99	-1	94	96	0	90	10	102
37	C=CCn1c(SCC(=O)NCc2cccs2)nnc1C1CCCCC1	102	-23	102	98	0	105	5	94
38	CCn1c(=O)c2cc(C(=O)Nc3ccccc3OC)sc2c2ccccc21	98	-7	93	92	0	93	-3	96
39	CCOC(=O)N(Cc1ccccc1)Cc1ccc(C(=O)N[C@@H](Cc2ccccc2)C(=O)O)cc1	113	-11	98	99	0	96	16	112
40	CC(=O)Cn1cnc2scc(-c3ccc(C)c(C)c3)c2c1=O	93	-7	100	107	1	106	2	98
41	COc1ccc(NC(=S)N(CCN2CCOCC2)Cc2cc3cc4c(cc3[nH]c2=O)OCCO4)cc1	111	-40	112	106	3	108	-41	108
42	Cc1ccc(-c2nnc(-c3ccccc3Br)o2)cc1	100	1	100	98	1	109	3	93
43	CC[C@@]1(C(=O)OC)N[C@H](CN(C)C(C)=O)[C@@H]2C(=O)N(Cc3ccccc3)C(=O)[C@@H]21	106	nt	96	105	0	105	-12	101
44	COc1cc2c(cc1OC)CN(CC(=O)Nc1cccc(C)c1)CC2	85	10	96	91	0	88	11	93
45	CCCC(=O)Nc1cc(C)c(NC(=O)Cc2ccccc2)cn1	91	5	91	98	0	89	4	89
46	Cc1sc2ncn(CC(=O)NCCCC(=O)N(C)Cc3ccccc3)c(=O)c2c1C	94	4	105	97	3	112	0	98
47	COc1ccc(/C=N/NC(=O)Nc2cccc3nsnc23)c(OC)c1	101	0	103	101	0	112	1	nt
48	O=C(O)c1ccc2c(c1Sc1ccccc1)C(=O)c1ccccc1C2=O	96	-2	99	98	3	101	6	99
49	Cc1nn(-c2ccccc2)c2nc(N)c(C#N)c(-c3ccc(C(C)(C)C)cc3)c12	105	-3	93	98	0	96	21	96
50	N#Cc1cnc(Sc2ccccc2)nc1	94	-3	97	101	3	97	-4	103

(further entries)
#	compound	LAP4-GFP MLPCN	JMJD2C inh	CIT2 TOR yeast	RPL19A-GFP yeast	GRK2 inh	MEP2 TOR yeast	VLA-4 inh	AGP1 TOR yeast
51	Cc1[nH]c(=O)[nH]c(=O)c1CSCC(=O)OCC(=O)c1ccc(Br)cc1	97	-1	101	95	0	96	28	101
52	COc1ccc(-c2cn(Cc3ccc(C(=O)c4ccccc4)cc3)nn2)cc1	164*	-18	105	87	1	114	27	97
53	CC(C)(C)OC(=O)C[C@@H]1C/C=C\C[C@@H](CC(=O)N(CCO)Cc2ccccc2)C(=O)N[C@@H](c2ccccc2)COC1=O	90	2	106	102	1	91	-1	99
54	CC1(C)NC(=O)N(CCCCOc2cccc(C(F)(F)F)c2)C1=O	116	6	108	93	0	130	-4	94
55	COc1ccc(C(=O)NC(=C(Cl)Cl)S(=O)(=O)c2ccc(C)cc2)cc1	98	-4	97	103	3	103	5	99
56	COc1cccc(NC(=O)CN(C)C(=O)CCCc2nc3ccccc3c(=O)[nH]2)c1	97	-5	97	94	0	101	-1	103
57	CC(OC(=O)c1ccc(Cl)c(S(=O)(=O)N2CCCC2)c1)C(=O)NC1CCCCC1C (stereo not drawn)	92	2	118	104	6	107	5	98
58	CC(C)(C)NS(=O)(=O)c1cccc2nsnc12	94	?	98	98	0	100	13	98
59	CCc1ccc(N(C(=O)c2ccco2)C(C(=O)NC2CCCC2)c2cccnc2)cc1 (stereo not drawn)	85[may fluoresce violet]	23	?	82[may fluoresce violet]	0	139[may fluoresce violet]	-4	14[may fluoresce violet]
60	CNS(=O)(=O)c1cc(N(C)S(=O)(=O)c2ccc(C)cc2)c(C)cc1C	108	-9	97	99	0	104	14	112
61	CCN(CC1CCCO1)C(=O)C1CCN(C2CCN(Cc3ccccc3C)CC2)CC1 (stereo not drawn)	81	7	112	107	0	97	0	104
62	O=C(c1ccco1)N1CCN(c2ncnc3scc(-c4cccs4)c23)CC1	109	-11	97	96	1	99	5	94
63	O=c1ccccn1CCOc1ccc(Cl)cc1	107	-15	58	95	3	87	4	77
64	CCC(=O)Nc1ccc(C(=O)COC(=O)Cc2ccsc2)cc1	116	5	110	102	48*	113	-5	108
65	COc1ccc(CCNC(=O)c2ccc(OCc3c(C)noc3C)c(OC)c2)cc1	93	4	111	100	2	101	2	100
66	N=C1C(c2nc3ccccc3s2)=C(O)CN1NC(=O)c1ccco1	103	-1	98	99	0	96	4	103
67	CSCC[C@H](NC(=O)N1CCn2c1nc1ccccc12)C(=O)N1CCCCC1	93	6	100	99	1	97	11	101
68	O=C(CC1C(=O)NCCN1Cc1cccc(F)c1)NC1CCCCC1 (stereo not drawn)	107	-6	97	94	0	98	10	109
69	CCOC(=O)N1CCc2c(sc(NC(=O)CN3CCOCC3)c2C#N)C1	93	13	104	96	3	95	-5	99
70	CCOC(=O)c1ccc(NC(=O)c2ccccc2)cc1	112	-1	94	102	0	104	0	94
71	Cc1ncc([N+](=O)[O-])n1CC(=O)Nc1ccc(Cl)cc1	98	-10	100	100	0	100	3	101
72	COc1ccc(NC(=O)N(C)C[C@H]2Oc3c(NC(=O)Cc4ccccc4)cccc3C(=O)N([C@H](C)CO)C[C@@H]2C)cc1	95	nt	93	93	0	101	12	100
73	COC(=O)c1cc(C(C)=O)n2ccccc12	97	-10	97	93	1	104	-11	93
74	Cc1ccc(SCc2[nH]nc3c2C2(C(=O)Nc4ccc([N+](=O)[O-])cc42)C(C#N)=C(N)O3)cc1 (stereo not drawn)	98	0	nt	98	0	94	29	94
75	Cc1ccccc1OCC(=O)NNC(=O)c1ccc(-n2cncn2)c([N+](=O)[O-])c1	101	-2	102	96	5	96	-2	106
76	Cc1ccccc1CN1CCC(N2CCC(C(=O)NCC3CCCO3)CC2)CC1 (stereo not drawn)	91	-2	97	104	0	93	-7	97
77	CC(=O)N(CC(C)C(=O)O)c1c(I)cc(I)c(N)c1I (stereo not drawn)	121	nt	75	97	2	99	33	82
78	CN(Cc1ccccc1)C(=S)Nc1ccc2nc3n(c(=O)c2c1)CCCCC3	102	5	101	104	1	99	7	103
79	CCN(CC)C(=S)SCC(=O)Nc1ncc2c(n1)CCCC2=O	98	-8	96	94	0	98	-12	105
80	Nc1nonc1-c1nc2ccccc2n1CC(=O)N1CCCCC1	103	-3	98	102	0	106	-14	106
